TSHR antag: Antagonists of the Thyroid Stimulating Hormone Receptor: HTS campaign; Thyrotropin receptor (Homo sapiens), P16473; AID 504810, 2011; activity change, negative = inhibition, % at 11.5 µM; TSHR-expressing cells, TSH-stimulated cAMP HTRF, 2 h; stronger effect = lower value; actives 0.2% (n = 330,000);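 active means activity change below a set negative limit, meaning inhibition stronger than a set level, cut at about -70% in these data; inconclusive means activity change between two set negative limits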; further: on the % scale 0 is the no-effect control and ±100 the full control effect
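Inhibition of cAMP made by TSHR-expressing cells under TSH stimulation (4nM final, EC80; 2 h, 37 deg C) is quantified with a one-step lysis HTRF kit, anti-cAMP cryptate versus cAMP-d2.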
Mito fusion yeast: qHTS Assay for Small Molecule Inhibitors of Mitochondrial Division or Activators of Mitochondrial Fusion | S. cerevisiae fusion-defective mutant growth rescue, CellTiterGlo 48 h | Potency, µM (top dose mostly 46.1 µM), for the others: at the highest dose growth rescue (activation), hits mostly activators | actives 0.23% (n = 320,000);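 further: potency means the concentration at half of the fitted maximal effect; % of control where 0% means no effect; nearly all actives have a fitted effect of over 45% in size; temperature-sensitive fusion mutants such as fzo1-1 at 37 °C on non-fermentable ethanol glycerol medium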
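Yeast fusion mutant, YPEG (non-fermentable carbon), compound, 48 h at 37C non-permissive; CellTiterGlo added, 10 min RT, luminescence read. Rescued growth = division inhibition.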
CXXC DNA block: qHTS Fluorescence Polarization Assay for Inhibitors of MLL CXXC domain - DNA interaction. Histone-lysine N-methyltransferase 2A (Homo sapiens), Q03164. MLL-CXXC / FITC-HOXA9 DNA fluorescence polarization. Potency, µM (doses to about 115 µM), inactives show at the top dose activity change, negative = inhibition, hits mostly inhibitors. actives 0.037% (n = 290,000). AID 2662, 2010; active means well fitted inhibition curve with a large enough effect in the polarisation, with a control signal flat, not every such curve was filed as active; inconclusive means small, poorly fitted or top-dose-only effect, or effect the other way, or a change in a side signal; inactive means no such curve, though single readings can be large or run the other way; the % refers to the polarisation; further: potency means the concentration at half of the fitted maximal effect
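Steps: dispense CXXC domain solution (7 uM) → pin compounds or unlabeled HOX-A9 DNA control → 5 min ambient → add FLSN-HOX-A9 solution (50 nM) → spin → 30 min ambient → fluorescence polarization. Tris pH 7.5/NaCl/DTT/BSA buffer.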
MBNL1 CUG block: qHTS Assay for Inhibitors of MBNL1-poly(CUG) RNA binding; AID 2675, 2010; actives 0.036% (n = 280,000); TR-FRET MBNL1-His/biotin-(CUG)12 binding, 665/545 ratio; Potency, µM (doses to about 57.5 µM), without a hit: top-dose activity change, negative = inhibition, most hits filed as inhibitors; Muscleblind-like protein 1 (Homo sapiens), Q9NR56; active means well fitted inhibition curve with a large enough effect in the signal ratio, with a control signal flat, not every such curve was filed as active; inconclusive means small, poorly fitted or top-dose-only effect, or effect the other way, or a change in a side signal; inactive means no such curve, though single readings can be large or run the other way; the % refers to the signal ratio; further: potency means the concentration at half of the fitted maximal effect; on the % scale 0 is the no-effect control and ±100 the full control effect
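His-tagged MBNL1 binding to biotinylated (CUG)12 RNA was measured by TR-FRET using terbium anti-His antibody (0.055 ng/ul final) and streptavidin-XL665 (5 nM final). Compounds were titrated 92 nM to 58 uM; 60 min at room temperature.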
PTAP TSG101 blk: qHTS Assay for Iinhibitors of HIV-1 Budding by Blocking the Interaction of PTAP/TSG101; Potency, µM (titrated, usually from 115 µM), inactives show at the highest dose activity change, negative = inhibition, hits mostly inhibitors; Tumor susceptibility gene 101 protein (Homo sapiens), Q99816; AID 493005, 2010; 340,000 tested, under 10 active; Fluorescence polarization, FITC-PTAP peptide / Tsg101 binding; active means well fitted inhibition curve with a large enough effect in the main read-out, with a control signal flat, not every such curve was filed as active; inconclusive means small, poorly fitted or top-dose-only effect, or effect the other way, or a change in a side signal; inactive means no such curve, though single readings can be large or run the other way; further: potency means the concentration at half of the fitted maximal effect; % of control where 0% means no effect
Target sequence (Q99816 whole entry, looked up): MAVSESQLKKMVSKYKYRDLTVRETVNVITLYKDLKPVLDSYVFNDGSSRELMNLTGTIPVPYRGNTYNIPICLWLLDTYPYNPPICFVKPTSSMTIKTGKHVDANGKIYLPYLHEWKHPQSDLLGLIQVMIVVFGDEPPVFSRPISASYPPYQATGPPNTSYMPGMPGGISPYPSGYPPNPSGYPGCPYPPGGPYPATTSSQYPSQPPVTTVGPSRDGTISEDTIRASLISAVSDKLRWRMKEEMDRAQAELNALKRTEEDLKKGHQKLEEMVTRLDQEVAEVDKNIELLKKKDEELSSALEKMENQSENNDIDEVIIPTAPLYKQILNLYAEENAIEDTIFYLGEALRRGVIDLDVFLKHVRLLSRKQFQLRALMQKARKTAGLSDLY
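Fluorescence anisotropy tracks displacement of a FITC-tagged PTAP peptide (50 nM) from the Tsg101 binding domain (10 uM), following a 20 min room-temperature incubation at pH 7.5.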
S-ASM inh: Inhibitors of Secretory Acid Sphingomyelinase (S-ASM): qHTS. Sphingomyelin phosphodiesterase (Homo sapiens), P17405. placental ASM, HMU-PC fluorogenic substrate, 60 min. Potency, µM (series often up to 57.5 µM), for the others: top-dose activity change, negative = inhibition, usual class: inhibitors. actives 0.006% (n = 340,000). AID 504937, 2011; further: potency means the concentration at half of the fitted maximal effect
Target sequence (P17405 47-631 limits assumed): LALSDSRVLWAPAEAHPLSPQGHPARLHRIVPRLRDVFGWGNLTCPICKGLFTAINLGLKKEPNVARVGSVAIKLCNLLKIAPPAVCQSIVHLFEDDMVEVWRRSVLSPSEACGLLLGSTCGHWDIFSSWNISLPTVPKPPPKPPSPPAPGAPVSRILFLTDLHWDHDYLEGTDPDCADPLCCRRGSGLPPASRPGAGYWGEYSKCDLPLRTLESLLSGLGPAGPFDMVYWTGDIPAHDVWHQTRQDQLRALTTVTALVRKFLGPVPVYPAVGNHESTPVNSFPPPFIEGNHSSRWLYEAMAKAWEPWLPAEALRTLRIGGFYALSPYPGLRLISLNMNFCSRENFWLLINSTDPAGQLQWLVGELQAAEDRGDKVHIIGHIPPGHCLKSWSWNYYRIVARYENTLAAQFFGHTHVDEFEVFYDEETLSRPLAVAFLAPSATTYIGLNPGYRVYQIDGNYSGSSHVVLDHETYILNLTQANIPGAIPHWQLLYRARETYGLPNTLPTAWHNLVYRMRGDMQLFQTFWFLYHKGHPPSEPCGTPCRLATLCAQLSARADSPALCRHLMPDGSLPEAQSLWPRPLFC
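Fluorogenic HMU-PC substrate (9 uM final) is turned over by placental ASM in 60 min at 37 C after a 10 min compound preincubation. Reaction ended by alkaline stop (pH 10), with fluorescence read at 386/447 nm.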
Integrin act MD: qHTS for Activators of Integrin-Mediated Alleviation for Muscular Dystrophy | alpha7betagal myoblasts, beta-gal FDG fluorescence, 48 h | Potency, µM (top dose mostly 38.3 µM), for the others: top-dose activation, actives largely listed as activators | actives 0.064% (n = 350,000);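 further: potency means the concentration at half of the fitted maximal effect; 100% = response of the positive control SU9516; nearly all actives have a fitted effect of over 60% in size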
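Alpha7betagal+/- myoblasts (passage 13) were plated 16-24 hr, then exposed to compounds (1:260 dilution of DMSO stock) for 48 hours at 37C. After MPER lysis, β-galactosidase reporter activity was read as FDG fluorescence (ex 480/em 540) after 30 minutes.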
TCR activator: Activators of T cell receptors: qHTS campaign; primary human leukocytes, anti-CD3, IL-2 HTRF, 48 h; Potency, µM (series often up to 9.22 µM), inactives show at the highest dose activation of IL-2 secretion, usual class: activators; AID 504894, 2011; 330,000 tested, under 10 active; further: % of control where 0% means no effect
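Compounds are tested in HTS on primary human leukocytes co-incubated with a-CD3 beads for 48 hr. IL-2 output is measured by time-resolved FRET.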
Menin-MLL TR inh: qHTS Assay for Inhibitors Targeting the Menin-MLL Interaction in MLL Related Leukemias: Competition With Texas Red Labeled MLL-derived Mutant Peptide. O00255. Menin + Texas Red MLL mutant peptide, fluorescence polarization. Potency, µM (series often up to 61.6 µM), for the others: at the top dose FP activity change, negative = inhibition, most hits filed as inhibitors. actives 0.23% (n = 270,000); active means well fitted inhibition curve with a large enough effect in the polarisation, with a control signal flat, not every such curve was filed as active; inconclusive means small, poorly fitted or top-dose-only effect, or effect the other way, or a change in a side signal; inactive means no such curve, though single readings can be large or run the other way; the % refers to the polarisation; further: potency means the concentration at half of the fitted maximal effect; % of control where 0% means no effect; many of its hits are not listed in these tables
A-T KAP1 phos: qHTS Assay for Identifying a Potential Treatment of Ataxia-Telangiectasia. […] A-T fibroblasts, KAP-1 phosphorylation AlphaLISA; neocarzinostatin DNA damage 30 min before lysis. Potency, µM (doses to about 57.5 µM), for the others: top-dose activation, most hits filed as activators. actives 0.19% (n = 320,000); further: potency means the concentration at half of the fitted maximal effect; % of control where 0% means no effect; nearly all actives have a fitted effect of over 45% in size
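ATM-like activity read as KAP-1 phosphorylation via AlphaLISA donor/acceptor antibody pairs after lysis and 6 hr at 25C. Cells were ATM-null patient fibroblasts ([…], hTERT), dosed 60 min, then exposed to the DSB inducer NCS for 30 min.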
* hit, by the source's call; u = inconclusive; x = not tested or not shown; & = joins results of further samples; [ ] = another dose, or the depositor's remark. Unless noted, the call rests on the fitted dose curve; in most records, active means well fitted curve in the direction sought with a large enough effect; inconclusive means small, poorly fitted or top-dose-only effect, or another doubt; inactive means no such curve, though single readings can be large; an effect the other way counts as inactive or inconclusive. Only part of the results is shown, so the mix of outcomes need not match the whole.

SMILES	TSHR antag	Mito fusion yeast	CXXC DNA block	MBNL1 CUG block	PTAP TSG101 blk	S-ASM inh	Integrin act MD	TCR activator	Menin-MLL TR inh	A-T KAP1 phos
CC(Cc1ccccc1)NC(=O)Cc1ccc(N(C)C)cc1 (centres undefined)	1.9	0.1%	u	x	-1.1%	2.1%	-14.6%	2.3%[46.1 µM]	10.9%	1.7%
CC(C)CCP(=O)(O)c1ccccc1	6.4	-1.6%	5.0%	-5.2%	-5.0%	-2.0%	-17.8%	-1.9%	-5.5%	1.6%
CCC12CN3CCN(CC(C3)/C1=N/NC(=O)c1ccncc1)C2	0.2	2.2%[9.22 µM]	8.6%	-11.3%	-4.1%	0.8%	2.3%	9.0%	13.2%	-2.7%
CC1C(OC(=O)CCC(=O)NC(C)(C)CO)O[C@H]2OC3(C)CC[C@H]4[C@H](C)CCC1C24OO3 (some centres undefined)	-6.5	24.9%	9.4%	-4.9%	-1.7%	-1.2%	-51.6%[inhibitor]	2.7%	-17.9%	2.0%
CCC(C)n1c(O)c(C=NCc2cccnc2)c(=O)[nH]c1=S (centres undefined)	-2.0	-2.5%	-1.4%	2.3%	-2.5%	4.0%	20.5%	-4.8%	x	4.1%
CCC(=O)O[C@@H]1[C@@H](OC(C)=O)[C@@]2(O)C(C[C@H](O)C2(C)C)[C@](C)(O)[C@H]2CC[C@@H]3[C@@H](O)[C@]12C[C@@]3(C)O (some centres undefined)	2.1	-3.7%	-4.0%	19.6%	-1.4%	2.6%	5.6%	5.0%	5.3%	-8.9%
Cc1nn(Cc2ccccc2)c(Cl)c1C(=O)NC1CCCc2ccccc21 (centres undefined)	-6.9	14.5%	10.4%	-5.0%	-6.2%	-0.6%	33.0%	-4.2%[46.1 µM]	-28.7%	7.2%
CC(=O)N1CC(=O)Nc2ccc(Cl)cc2C1c1ccc(F)cc1 (centres undefined)	12.4	1.4%	-5.9%	1.4%	-2.3%	1.8%	-8.1%	0.3%	6.5%[11.7 µM]	8.7%
CN1CCN(S(=O)(=O)c2cnc(Cl)c(Br)c2)CC1	5.7	-6.3%	-2.9%	-1.3%	-3.1%	2.3%	-50.6%[inhibitor]	-5.5%[46.1 µM]	-4.0%	-20.0%
Cc1nc2ccccc2c(=O)n1-c1cccc([N+](=O)[O-])c1	3.7	3.6%	5.2%	9.9%	-4.2%	-1.4%	-4.6%	-2.0%	21.3%	-15.0%
CC1=NOC2(C)Nc3ncnn3C(c3ccccc3)C12 (centres undefined)	-8.7	1.7%	0.3%	-12.0%	1.3%	-0.7%	3.9%	2.1%	8.4%	-2.2%
CCc1ccc(N2C(=O)NC(=O)/C(=C/c3cccn3CCOc3ccc(C(C)CC)cc3)C2=O)cc1 (centres undefined)	0.0	-8.2%	4.5%	-1.4%	0.8%	3.0%	3.0%	0.1%[46.1 µM]	u	1.2%
C[C@]12CCC(=O)CC1CCC1C2CC[C@]2(C)C(OC(=O)CCC(=O)O)CCC12 (some centres undefined)	-15.8	6.8%	23.6%	-2.4%	-1.6%	2.7%	-10.4%	-5.7%	36.7%[activator]	-2.9%
Nc1cncc(C(=O)O)c1	7.8&31.4	-1.4%&1.0%	u	u	-1.5%&-0.6%	5.4%&-3.5%	-2.1%&-3.6%	8.5%&-1.6%	0.6%	-4.9%&13.9%
COC(=O)C1=C(c2ccc(-c3ccccc3)c(F)c2)C[C@@H]2CC[C@H]1N2C(=O)N1CCOCC1	-46.5	26.7%	x	x	-2.8%	-9.8%	-7.3%	-61.1%	x	11.5%
Cc1[nH]c2ccccc2c1CCNCc1cccnc1	-1.1	-11.1%	-2.5%	-0.3%	-2.4%	2.6%	-50.4%[inhibitor]	5.1%	-2.9%	0.3%
CCC(=NC(C)c1ccccc1)c1c(O)[nH]c(=O)[nH]c1=O (centres undefined)	9.8	2.3%	-13.9%	-0.8%	-3.2%	-1.6%	3.9%	6.2%	x	-4.6%
Cc1ccccc1CN1CCN(c2ccc(Cl)cc2)CC1	0.9	13.3%	-3.0%	-11.8%	-1.5%	-1.1%	-17.2%	9.9%[46.1 µM]	-7.5%	-2.4%
COc1ccc(-n2c(O)c(C(C)=NCCc3c[nH]c4ccccc34)c(=O)[nH]c2=O)cc1	-6.7	-3.4%	-3.8%	x	-0.8%	-10.7%	26.4%	-6.2%	x	-4.5%
Cc1nc2ccccc2c(=O)n1-c1cccnc1	-2.1	-2.3%	-2.7%	-1.4%	-0.3%	0.5%	4.1%	-9.6%	-17.8%	4.5%
CCC(CO)(C(=O)OC1C[N+]2(C)CCC1CC2)c1ccccc1 (centres undefined)	4.8	4.9%	18.2%	1.2%	-4.1%	2.7%	12.0%	-6.1%	-5.9%	-0.2%
COc1ccc(C(C)=O)cc1COC(=O)c1ccc2ccccc2n1	-3.6	8.7%	31.1%[activator]	13.0%	0.7%	0.1%	-13.2%	-0.3%	4.3%	3.8%
COc1ccc(-n2c(O)c(C=NCCN(C)C)c(=O)[nH]c2=O)cc1	8.6	-0.7%	20.4%	-1.3%	0.8%	-1.2%	17.7%	11.4%	x	-9.5%
c1ccc(CCN2CCC(N3CCN(c4ccccc4)CC3)CC2)cc1	6.0	-6.4%	2.9%	0.4%	-0.7%	3.0%	-6.7%[7.66 µM]	-0.3%	-1.3%	-7.2%
CCOc1cc(C=C2C(=O)NC(=S)NC2=O)ccc1O	x	x	x	x	-6.3%	-1.6%	-6.0%	3.4%	x	x
C[n+]1c(-c2ccccc2)cc(-c2ccc(O)cc2)cc1-c1ccccc1	4.3	8.1%	21.4%	14.6%	1.1%	-9.2%	27.0%	1.3%	-8.6%	-5.8%
O=c1c2ccccc2nc(N2CCCC2)n1-c1ccccc1	-10.8	4.1%	-4.6%	-11.4%	-3.8%	58.3%[activator]	-14.3%	8.0%	-5.3%	1.2%
COc1ccc(CCC(=O)N2C[C@H]3C[C@@H](C2)c2cccc(=O)n2C3)cc1	12.8	4.2%	-6.0%	-0.4%	-2.9%	-0.1%	-10.2%	-0.5%	-18.2%	-3.2%
CC(=O)c1cn(Cc2ccccc2F)c2ccccc12	-26.5	2.7%	1.5%	-0.6%	-4.2%	-11.0%	-27.1%	5.1%	-0.5%	1.1%
CC1=C(C(=O)Nc2ccccc2)SCCO1	x	9.1%	-4.9%	-21.6%	-0.8%	1.7%	x	-3.2%	-1.4%	x
COC(=O)C1=C(c2cc3ccccc3o2)C[C@@H]2CC[C@H]1N2C(=O)NCc1ccco1	x	x	x	x	0.7%	-0.8%	-0.7%	1.0%	x	x
CC(=O)OC1N=C(c2ccccc2)c2cc(C)ccc2NC1=O (centres undefined)	-3.2	-1.7%	1.5%	-6.8%	0.5%	-3.3%	6.5%	-5.1%	-0.9%	-5.7%
O=C(C1CCCN(c2nnc(-n3cccc3)s2)C1)N1CCC2(CC1)OCCO2 (centres undefined)	-1.9	-2.0%	-4.9%	-6.1%	-2.2%	-0.3%	-11.5%	0.0%	5.2%	1.3%
CSc1nc(Cl)c(Br)c(N2CC2)n1	x	x	x	x	-5.8%	2.7%	-12.3%	-12.1%	x	x
C1CCC2S[C@H]3CCCCC3NC2C1 (some centres undefined)	-2.7	-0.1%	-1.6%	5.4%	-2.5%	3.0%	0.0%	-1.9%	x	-9.1%
COc1ccc(CC2C(=O)N(C)C(=O)N(C)C2=O)c(OC)c1	-1.1	-3.9%	2.9%	-16.4%	-6.1%	3.4%	10.5%	0.1%	-2.2%	-0.9%
C1=C(c2ccccc2)CCNC1	1.7	-5.6%	-2.2%	-13.8%	-2.9%	1.1%	13.1%	-16.0%	x	-12.2%
